IDE cell inh: inhibitors of human insulin-degrading enzyme in cells; P14735; HEK cells, FAbetaB cleavage, fluorescence polarization; inhibition, % at 5.59 µM; 320,000 tested, 0.41% active;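 active means percent inhibition above the average of all tested compounds plus 3 SD, set per screening campaign, cut at about 16% in these data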;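 further: IDE supplied by intact live HEK cells; FP after avidin binding of uncleaved biotin substrate so inhibition keeps polarization high; 0% = DMSO wells and 100% = 60 µM reference IDE inhibitor Ii1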
p-CIP stab down: p/CIP protein destabilization; Q05BA5; F442A p/CIP-EGFP cells, EGFP fluorescence, 16 h; decrease of EGFP signal, % at 10 µM; 290,000 tested, 0.01% active; AID 1984;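 active means EGFP signal decrease of at least 30% at 10 µM or well 3 SD below plate mean, unless failing retest; inactive means the rest, including hits failing retest or dose response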; further: some compounds called inactive have numbers as strong as hits; many of its hits are not listed in these tables
M4 PAM: CHRM4 positive allosteric modulation. 360,000 tested, 0.4% active. CHO-K1 hM4/Gqi5, Fluo-8 calcium fluorescence, ACh EC20; 0% = ACh EC20, 100% = maximal ACh. activation, % at 3 µM. AID 624126;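 active means activation above its plate's cutoff, the mean activation of sample wells plus 3 SD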; further: some results filed as inactive read as strong as hits
CRFR2-BP ag: agonists of human CRF-binding protein/CRF-R2 receptor complex; HEK293 CRF-R2/CRF-BP, calcium dye fluorescence (FLIPR); percent of saturating CRF peptide response; activation, % at 13.2 µM; 350,000 tested, 0.46% active;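 active means activation of at least 50%, plus an integration ratio under a set limit after plate pattern correction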;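 further: plate controls were neutral control wells without compound for no effect and CRF at EC100 for full effect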
PHOSPHO1 inh: blocks human PHOSPHO1 phosphatase activity | AID 1565 | inhibition, % at 13.3 µM | recombinant PHOSPHO1, absorbance phosphatase assay | 290,000 tested, 1.1% active | Q8TCT1; in the data active means inhibition above about 60%
MEKK3 PB1 HTS: raises or lowers MEK5 binding to the human MEKK3 PB1 domain | binding response (% of control), % at 10 µM | Q99759 | 290,000 tested, 1.4% active | AID 1529 | bead-based flow cytometry, Alexa488-MEK5 binding to MEKK3; actives lie on both sides; 0 = blocked by unlabeled MEK5, 100 = vehicle;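 active means binding response more than 3 SD above or below the average of its plate-row segment, actives on both sides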;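 further: Alexa488 bead fluorescence after subtracting the streptavidin-only scavenger bead signal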
Target sequence (Q99759 whole entry, looked up, the tested form may be a part): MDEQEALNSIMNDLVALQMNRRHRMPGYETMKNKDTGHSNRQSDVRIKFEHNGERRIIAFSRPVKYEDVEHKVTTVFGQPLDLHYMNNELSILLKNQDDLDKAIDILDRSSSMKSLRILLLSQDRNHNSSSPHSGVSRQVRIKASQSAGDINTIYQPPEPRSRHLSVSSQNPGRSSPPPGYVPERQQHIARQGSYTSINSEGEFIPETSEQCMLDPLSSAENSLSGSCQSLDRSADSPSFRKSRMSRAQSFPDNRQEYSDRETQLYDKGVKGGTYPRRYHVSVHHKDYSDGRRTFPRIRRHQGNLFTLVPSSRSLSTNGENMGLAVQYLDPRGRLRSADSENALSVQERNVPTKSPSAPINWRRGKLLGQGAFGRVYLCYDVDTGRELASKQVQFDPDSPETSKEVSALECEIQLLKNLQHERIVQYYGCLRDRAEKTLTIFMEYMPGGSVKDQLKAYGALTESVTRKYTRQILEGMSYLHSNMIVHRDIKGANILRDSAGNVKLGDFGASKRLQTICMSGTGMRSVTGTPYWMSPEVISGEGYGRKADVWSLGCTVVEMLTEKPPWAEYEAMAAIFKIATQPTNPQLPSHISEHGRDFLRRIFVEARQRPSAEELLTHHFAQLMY
IDE act: IDE (human) activation, cell-based; 340,000 tested, 0.073% active; activation, % at 5.96 µM; AID 493087; P14735; HEK cells, FAbeta-B cleavage, fluorescence polarization; 0% vehicle, 100% cell-free pure enzyme wells;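 active means activation above the mean of all tested compounds plus 3 SD, set per screening campaign, cut at about 17% in these data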
CRFBP-R2 block: CRF-BP/CRF-R2 complex antagonism | 350,000 tested, 0.59% active | inhibition, % at 11.8 µM | HEK293 CRF-R2/CRF-BP, CRF-induced calcium fluorescence;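 active means inhibition of the ligand-induced calcium signal above about 50% at the single tested concentration, limit read from the data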
GalR3 antag: blocks the human galanin receptor 3. inhibition, % at 3 µM. AID 651719. O60755. 360,000 tested, 0.44% active. HEK293 GalR3-CNG cAMP membrane potential fluorescence; galR3 body fused to GalR1 C-terminus;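 active means inhibition above the screen-wide average plus 3 SD, cut at about 13% in these data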;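 further: forskolin and galanin both at EC90 stimulate the cells; cAMP rise reported by CNG channel membrane potential dye signal; 0% = forskolin plus galanin with DMSO and 100% = forskolin alone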
Target sequence (O60755 1-299 limits assumed): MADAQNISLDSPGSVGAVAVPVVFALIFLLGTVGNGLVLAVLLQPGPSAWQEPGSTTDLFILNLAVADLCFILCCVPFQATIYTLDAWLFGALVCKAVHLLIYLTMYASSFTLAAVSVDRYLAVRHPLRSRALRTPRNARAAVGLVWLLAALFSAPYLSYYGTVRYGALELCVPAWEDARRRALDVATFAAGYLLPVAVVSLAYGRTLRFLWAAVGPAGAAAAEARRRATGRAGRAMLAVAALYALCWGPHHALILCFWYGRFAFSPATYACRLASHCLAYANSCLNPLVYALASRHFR
* marks the source's active call; other numbers are inactive results; nt = no result given.

canonical_smiles	p-CIP stab down	GalR3 antag	PHOSPHO1 inh	CRFR2-BP ag	IDE cell inh	CRFBP-R2 block	IDE act	M4 PAM	MEKK3 PB1 HTS
CC1CCCC(C)N1C(=O)CNCc1ccc2c(c1)OCO2 (stereo unspecified)	12	-8	nt	0.5	-3	-3	0	-6	110
COc1ccc(C2C(C#N)=C(N)OC3=C2C(=O)CC(C)(C)C3)c([N+](=O)[O-])c1OC (stereo unspecified)	-10	-3	-79	13	-4	5	1	2	110
O=C(Cc1ccccc1[N+](=O)[O-])NCc1ccco1	-4	-2	2	1.5	-1	10	8	4	102
CC1=C(C(=O)OCC2CCCCC2)C(c2ccc(F)cc2)NC(=O)N1 (stereo unspecified)	-8	-10	26	-0.8	14	-5	-12	-4	92
CCC(=O)Nc1cccc(C(=O)/C=C/c2cc(Br)ccc2OC)c1	-11	-2	-1	2.4	-2	-31	1	-2	103
Cc1cc(C)c(S(=O)(=O)Nc2ccc3c(c2)CCC3)c(C)c1	-14	-9	9	-0.8	1	10	3	-7	103
CCOC(=O)CSc1snnc1-c1ccccc1	-7	-5	-6	-2.7	1	15	-3	7	102
COc1ccc(/C=C2/C(=O)C(C)(C(C)C)CCC2C)cc1 (stereo unspecified)	7	-2	-20	1.1	6	-18	2	5	104
CC(=O)c1cccc(NC(=O)C2CCN(S(=O)(=O)c3ccccc3)CC2)c1	-20	-5	-29	0.0	3	-6	-5	1	88
CCc1ccc(-c2cc3c(=O)n(CC(=O)NCCCN4CCN(CC)CC4)nc(C)n3n2)cc1	2	-1	-16	-1.0	7	-10	-4	0	95
COc1ccc(S(=O)(=O)N2CCC(C(=O)N3CCOCC3)CC2)cc1	-10	-2	-16	1.9	3	-2	2	1	106
C=CCn1c(SCc2cc(=O)n3ccsc3n2)nc2scc(C3CC3)c2c1=O	-2	3	17	-2.1	-1	-31	-12	-3	101
CN(Cc1ccccc1)c1ccc(S(=O)(=O)N2CCOCC2)cn1	-3	-3	9	-1.9	4	19	-1	-7	106
C=CCn1c(SCC(=O)Nc2ccc(Br)cc2)nc(O)c(CC)c1=O	2	-5	24	-0.9	3	5	5	3	102
Cc1cccc(N=C(N2CCOCC2)P(=O)(N2CCOCC2)N2CCOCC2)c1	-4	-6	4	-3.0	5	-10	-6	19	99
Cc1ccc(S(=O)(=O)N2CCC(=O)N(C(COCc3cccc(Cl)c3)C(C)C)CC2)cc1 (stereo unspecified)	-1	-5	-4	1.7	3	-11	-2	0	88
CCCn1c(C)cc(C(=O)COC(=O)c2ccc(Cl)c(S(=O)(=O)N3CCCC3)c2)c1C	6	-4	3	4.0	2	1	-3	-4	89
CCC(NC(=O)Cc1c(C)c2ccc(OC)c(C)c2oc1=O)C(=O)NC(Cc1ccc(Cl)cc1)C(=O)O (stereo unspecified)	3	-4	8	2.6	8	-6	6	-6	101
O=C(c1cccc([N+](=O)[O-])c1)N1CCN(c2ncccn2)CC1	-6	-6	40	-0.8	0	7	1	-5	106
CCOC(=O)N1CCN(C(=O)CS(=O)(=O)c2cn(Cc3ccc(F)cc3)c3ccccc23)CC1	-9	nt	31	2.1	3	-13	4	1	92

Of the compounds above, 4 contain four or more nitrogen atoms.
canonical_smiles	p-CIP stab down	GalR3 antag	PHOSPHO1 inh	CRFR2-BP ag	IDE cell inh	CRFBP-R2 block	IDE act	M4 PAM	MEKK3 PB1 HTS
CCc1ccc(-c2cc3c(=O)n(CC(=O)NCCCN4CCN(CC)CC4)nc(C)n3n2)cc1	2	-1	-16	-1.0	7	-10	-4	0	95
C=CCn1c(SCc2cc(=O)n3ccsc3n2)nc2scc(C3CC3)c2c1=O	-2	3	17	-2.1	-1	-31	-12	-3	101
Cc1cccc(N=C(N2CCOCC2)P(=O)(N2CCOCC2)N2CCOCC2)c1	-4	-6	4	-3.0	5	-10	-6	19	99
O=C(c1cccc([N+](=O)[O-])c1)N1CCN(c2ncccn2)CC1	-6	-6	40	-0.8	0	7	1	-5	106

Next section:
canonical_smiles	p-CIP stab down	GalR3 antag	PHOSPHO1 inh	CRFR2-BP ag	IDE cell inh	CRFBP-R2 block	IDE act	M4 PAM	MEKK3 PB1 HTS
CCCCC(=O)NC(NC(=O)CCCC)c1ccc(OCCC)c(OC)c1	2	-5	2	2.3	2	-15	3	-1	94
Cc1ccc(-c2nnc(NCCCO)c3ccccc23)cc1	-9	-8	33	-6.0	-3	-17	0	4	104
Cc1cccc(OCCNC(=S)NC(=O)c2cccnc2)c1	-8	-4	-38	0.6	0	-14	0	-3	96
Cc1ccc(-n2ncc(C(=O)Nc3cc(Cl)ccc3Cl)c2C2CCNCC2)cc1	-4	-7	-4	1.3	0	-68	-1	-2	97
Nc1ccccc1S(=O)(=O)NC1=NCCCCC1	-7	2	-21	4.0	1	-24	4	-3	92
NC(=O)C1CCCN1Cc1ccc2c(c1)OCO2 (stereo unspecified)	nt	-1	nt	-1.0	nt	13	-2	2	nt
CCCCCNc1nc2sc3c(c2c(=O)n1-c1cccc(Cl)c1)CCN(C)C3	-16	-4	16	1.4	-5	-6	4	-12	86
CCOC(=O)c1ccc(N2CCN(C(=O)c3ccccc3)CC2)c(NC(=O)c2ccco2)c1	-2	-8	14	-0.6	6	2	0	-13	99
Cc1ccc(CNC(=O)COC(=O)CSc2cc(C)c(Br)cc2C)cc1	-6	5	6	-0.7	-1	5	1	3	105
Cc1nn(CC(=O)N2CCN(S(=O)(=O)c3ccccc3)CC2)c(C)c1[N+](=O)[O-]	nt	-3	nt	0.8	-2	44	1	-1	nt
Cn1ccnc1SCC(=O)N1CCc2ccccc21	-4	-1	48	0.6	0	16	4	1	107
OCC[C@H]1C[C@@H](O)[C@H](O)[C@]2(CCCCO2)O1	-8	-4	6	-0.8	6	3	2	1	105
Cc1ccc(NC(=O)C(NC2CCCc3ccccc32)c2ccccc2)cc1Cl (stereo unspecified)	-4	-6	9	4.0	-4	-3	9	0	95
O=C(CSc1nnc(C2CC2)n1-c1ccccc1)NCCc1ccc(F)cc1	-3	-2	8	-1.8	-1	-9	0	4	95
CCOc1ccc(CCNC(=O)COC(=O)Cn2cnc3c2c(=O)n(C)c(=O)n3C)cc1OCC	nt	5	nt	-0.2	7	1	-2	-5	nt
CCn1c(-c2cc(Cl)ccc2OC)n[nH]c1=S	-5	1	89*	-4.3	1	-7	-1	11	106
COc1cccc(OC)c1CC1SC(=O)NC1=O (stereo unspecified)	0	-4	-23	2.8	-8	8	2	-3	104
CC(C)COc1ccc(C(=O)N/C(=C\c2cccc([N+](=O)[O-])c2)C(=O)O)cc1	3	7	-1	0.9	-3	-1	7	-6	104
COc1cc(/C=N/NC(=O)CCNC(=O)c2ccccc2Cl)ccc1O	-11	-5	9	0.0	1	-1	-2	1	99
COc1ccc(OCC(=O)Nc2ccccc2-c2ccccc2)cc1	-17	-4	41	8.0	-3	-3	4	3	98

Remaining list, next part:
canonical_smiles	p-CIP stab down	GalR3 antag	PHOSPHO1 inh	CRFR2-BP ag	IDE cell inh	CRFBP-R2 block	IDE act	M4 PAM	MEKK3 PB1 HTS
COc1ccccc1NC(=O)COC(=O)C1CC(=O)N(c2ccc3c(c2)OCCO3)C1 (stereo unspecified)	nt	-4	nt	-1.4	2	3	1	7	nt
Cc1cc(C)n2nc(C(=O)OCC(=O)N3C(C)CCCC3C)nc2n1 (stereo unspecified)	nt	-2	nt	-0.3	1	-10	1	2	nt
COc1ccc(C2C(C#N)=C(N)OC3=C2C(=O)CC(C)(C)C3)cc1Cn1nc(C)c([N+](=O)[O-])c1C (stereo unspecified)	6	-2	7	-0.8	-2	-1	-3	-7	106
COc1cccc(-c2nc(CS(=O)(=O)CC(=O)Nc3cc(F)ccc3F)c(C)o2)c1	-18	2	22	-2.3	-2	-7	2	2	102
CCC1CCCCN1S(=O)(=O)c1ccc(NC(=O)C2CCCO2)cc1 (stereo unspecified)	2	0	13	-1.0	6	-5	4	2	105
O=S1(=O)CCO[C@H]2Cc3ccccc3[C@H]2N1Cc1ccccc1Br	-14	2	-24	-0.8	1	5	-3	9	100
Cn1nc(-c2ccccc2)c(CSc2cccc(Cl)c2)c1Cl	-1	-3	1	5.8	1	11	-3	-2	105
CSC(=S)N(C)C1CCS(=O)(=O)C1 (stereo unspecified)	-11	-3	7	0.6	-1	6	2	-3	100
CCOC(=O)COc1ccccc1-c1ccno1	5	-2	8	-3.8	5	6	2	-6	105
C[C@@H](NC(=O)/C(C#N)=C/c1ccc(O)c(O)c1)c1ccccc1	nt	-1	nt	1.6	5	-84	4	3	nt
COCCN(C(=O)COC(=O)c1c(NC(C)=O)sc(C)c1C)c1c(N)n(Cc2ccccc2)c(=O)[nH]c1=O	nt	-5	nt	-0.3	0	-7	5	3	nt
Cn1c(SCC(=O)Nc2ccc(NC(=O)c3ccccc3F)cc2)nnc1-c1ccncc1	-15	nt	31	0.8	9	-8	-4	3	100
O=C(COC(=O)c1nc(Cl)ccc1Cl)NCc1cccs1	nt	3	nt	-0.6	-4	10	4	5	nt
COC(=O)c1ccccc1NC=C1C(=O)OC2(CCCCC2)OC1=O	-18	-5	2	-1.1	5	-4	1	2	nt
COc1ccc(CNC(=O)C2CCC(CNC(=O)[C@@H]3Cc4ccccc4CN3)CC2)cc1 (stereo partly specified)	5	-9	15	8.9	1	16	4	-11	96
CCCCC(CC)CN1C(=O)/C(=C/c2ccncc2)SC1=S (stereo unspecified)	-9	1	6	-1.3	0	-6	5	10	95
COc1cc(C(=O)O)c([N+](=O)[O-])c(OC)c1OC	7	0	29	-2.2	-4	10	5	-12	96
Cc1ccc(NC(=O)Cn2cc(C(F)(F)F)cc(Cl)c2=O)cc1S(=O)(=O)N1CCCCC1	nt	-6	nt	-0.2	2	8	-2	-2	nt
Clc1ccc(NCc2nnc3n2CCCCC3)cc1	-13	-2	-7	0.5	-2	1	-1	7	103

Bioassay records from PubChem BioAssay.
